Source: PubChem
TDP1 block: qHTS Assay for Inhibitors of Tyrosyl-DNA Phosphodiesterase (TDP1). recombinant TDP1, AlphaScreen DNA substrate cleavage. AID 485290, 2010. Tyrosyl-DNA phosphodiesterase 1 (Homo sapiens), Q9NUW8. 0.28% of 350,000 active. Potency, µM (highest dose often 130 µM), without a hit: at the highest dose activity change, negative = inhibition, hits mostly inhibitors; note: nearly all actives have a fitted effect of over 40% in size
Target sequence (Q9NUW8 whole entry, looked up): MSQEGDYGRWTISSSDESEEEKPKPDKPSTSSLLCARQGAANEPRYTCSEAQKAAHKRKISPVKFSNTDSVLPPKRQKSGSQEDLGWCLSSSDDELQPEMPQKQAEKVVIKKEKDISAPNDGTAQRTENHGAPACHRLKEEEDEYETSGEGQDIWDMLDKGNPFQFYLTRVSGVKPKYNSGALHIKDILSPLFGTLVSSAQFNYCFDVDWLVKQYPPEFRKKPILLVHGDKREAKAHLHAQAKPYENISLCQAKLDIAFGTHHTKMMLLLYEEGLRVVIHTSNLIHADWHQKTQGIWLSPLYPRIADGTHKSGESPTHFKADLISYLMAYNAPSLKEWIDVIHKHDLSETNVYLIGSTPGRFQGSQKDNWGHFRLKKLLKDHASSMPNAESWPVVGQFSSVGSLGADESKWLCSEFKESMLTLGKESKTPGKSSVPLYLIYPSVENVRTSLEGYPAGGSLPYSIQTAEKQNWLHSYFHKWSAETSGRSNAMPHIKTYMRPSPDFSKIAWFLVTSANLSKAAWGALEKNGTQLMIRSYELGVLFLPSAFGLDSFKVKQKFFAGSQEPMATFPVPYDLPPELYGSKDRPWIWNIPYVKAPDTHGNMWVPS
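Here, a 5' biotin and 3' phosphotyrosine-FITC DNA oligonucleotide reports Tdp1 activity: intact substrate bridges AlphaScreen beads, while cleavage leaves a 3' phosphate and drops signal. All incubations at room temperature.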
FEN1 inhibitor: qHTS Assay for the Inhibitors of Human Flap endonuclease 1 (FEN1). P39748. Recombinant FEN1 flap cleavage, fluorescence, 15 min. Potency, µM (top dose mostly 114 µM), inactives show at the top dose activity change, negative = inhibition, usual class: inhibitors. 0.35% of 390,000 active; note: nearly all actives have a fitted effect of over 65% in size
Target sequence (P39748 whole entry, looked up): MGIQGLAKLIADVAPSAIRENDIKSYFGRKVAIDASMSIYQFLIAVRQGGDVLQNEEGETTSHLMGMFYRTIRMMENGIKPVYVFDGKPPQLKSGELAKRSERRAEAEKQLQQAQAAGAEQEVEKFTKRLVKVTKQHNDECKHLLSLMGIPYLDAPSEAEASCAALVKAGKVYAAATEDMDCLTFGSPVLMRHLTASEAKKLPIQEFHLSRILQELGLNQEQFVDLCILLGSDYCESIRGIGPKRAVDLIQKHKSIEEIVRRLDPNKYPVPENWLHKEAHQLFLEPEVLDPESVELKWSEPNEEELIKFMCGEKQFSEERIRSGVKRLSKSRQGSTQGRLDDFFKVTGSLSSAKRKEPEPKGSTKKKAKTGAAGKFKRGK
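Quantitative HTS format: each compound was titrated, incubated with 10 nM nuclease for 15 min at room temperature, then challenged with flap substrate at 50 nM final. Signal change over 15 min gave concentration–effect curves.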
N370S GC: qHTS Assay for Inhibitors and Activators of N370S glucocerebrosidase as a Potential Chaperone Treatment of Gaucher Disease. N370S GC spleen homogenate, 4MU-glucoside fluorescence. Lysosomal acid glucosylceramidase (Homo sapiens), P04062. Potency, µM (series often up to 59.4 µM), without a hit: at the highest dose activity change, negative = inhibition, hits mostly inhibitors. 0.092% of 330,000 active;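 note: 0% = full enzyme activity and -100% = no enzyme basal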
Starred values were filed as active, the others as inactive; ? = inconclusive; · = no result given; & = joins results of further samples; [ ] = remark or other dose. Calls come from the whole dose curve; as a rule, active = well fitted curve in the direction sought with a large enough effect; inconclusive = small, poorly fitted or top-dose-only effect, or another doubt; inactive = no such curve, though single readings can be large; an effect the other way counts as inactive or inconclusive. Unless noted, % is set by controls: 0 for no effect and ±100 for the full control effect; potency is the fitted concentration of half-maximal effect.

| N370S GC | TDP1 block | FEN1 inhibitor | Compound |
| --- | --- | --- | --- |
| -11% | 6% | 1% | O=C(CNC(=O)c1ccccc1)OCCCOC(=O)CNC(=O)c1ccccc1 |
| -3% | · | -7% | CC(C)(C)c1cc(/C=C2\NC(=O)NC2=O)cc(C(C)(C)C)c1O |
| 0% | -1% | 24% | CC(=O)N(c1nc(CCl)cs1)c1ccc(C)cc1C |
| 0% | -2% | -14% | Cc1cc[n+](-c2nc([O-])sc2/C=N/Nc2ccc([N+](=O)[O-])cc2)cc1 |
| -9% | -7% | -33% | O=C(O)c1ccc(NC2=C(Cl)C(=O)c3ccccc3C2=O)cc1 |
| · | 5% | -8% | COc1ccc(CCNC(=O)c2ccc3c(c2)c(C)c(C)n3Cc2ccc(F)cc2)c(OC)c1OC |
| 3% | 2% | -10% | CN1CCN(C(CNS(=O)(=O)c2ccc(F)cc2)c2cccnc2)CC1 (stereo not given) |
| 7% | · | -4% | O=C(CN=C1NS(=O)(=O)c2ccccc21)OCC(=O)c1ccccc1 |
| · | 12% | 0% | CC(=O)N1c2c(cc(Br)cc2S(=O)(=O)N2CCN(c3ccccc3)CC2)CC1C (stereo not given) |
| 28% | · | -7% | FC(F)(F)c1ccccc1/C=N/n1c(C2CCCCC2)n[nH]c1=S |
| -2% | · | 1%&10% | Cc1cccc(NC(=O)CSc2nnc(CNC(=O)c3ccco3)n2C)c1 |
| -3% | · | -11% | O=S(=O)(Nc1cccc(Oc2ccc(Cl)cc2)n1)c1ccc(F)cc1 |
| · | 0%[56.1 µM] | 1% | O=C(COC(=O)/C=C/c1cccc(C(F)(F)F)c1)NCc1cccs1 |
| -11% | · | 0% | COc1ccc(CN(C)c2ncnc3sccc23)c(OC)c1OC |
| -2% | 3%&2% | -1%&15% | CN1C(=O)Cc2cc(S(=O)(=O)N3CCN(c4cccc(C(F)(F)F)c4)CC3)ccc21 |
| 2% | 0% | 9% | CCCOc1ccc(/C(O)=C2/C(=O)C(=O)N(CCCOC)C2c2cccnc2)cc1 (stereo not given) |
| 9% | 0% | 1% | O=C(c1cccc(F)c1)N(Cc1nc2ccccc2c(=O)[nH]1)C1CCCC1 |
| -8% | -14% | -2% | CCC(=O)N1CCN(c2ccc(NC(=O)COc3cccc(C)c3C)cc2)CC1 |
| 27% | · | ? | COc1cc(SC)ccc1C(=O)NCCc1c[nH]c2ccccc12 |
| 19% | 15% | · | C1OCOCO1 |
| -6% | 6% | 6% | O=C(CN1C(=O)c2cccc([N+](=O)[O-])c2C1=O)N1CCN(c2ccc(F)cc2)CC1 |
| 4% | 9% | 4% | NC(=O)c1cc(N2C(=O)C=CC2=O)ccc1Cl |
| 0% | 4% | -11% | CCOc1ccc(NC(=O)NNC(=O)C2CCC(C(C)(C)C)CC2)cc1 (stereo not given) |
| · | 8% | 3% | Cc1nn(-c2ccc(N3CCCC3)nn2)c(C)c1CCC(=O)Nc1ccccc1 |
| 9% | 5% | -5% | Cc1ccc(C2NC(=O)c3ccccc3N2)s1 (stereo not given) |
| ? | -8% | 6% | O=C(Nc1ccccc1-c1ccccc1)c1cccc([N+](=O)[O-])c1 |
| 0% | -3% | 9% | Cc1ccc(-c2nc(N)nc(N)n2)c(C)c1 |
| -8% | 4% | -23% | CCOC(=O)N1CCC(NC(=O)c2ccc3c(c2)N=C(C)c2c(C)ccc(C)c2S3)CC1 |
| 6% | -8% | -3% | O=C(CN1C(=O)c2cccc3cccc(c23)C1=O)N1CCOCC1 |
| -6% | 0% | -3% | O=C(CNC(=O)c1ccccc1)OCc1cc(=O)n2cc(Br)ccc2n1 |
| -9% | · | -28%&13% | COc1cc(-c2noc(C)c2C(=O)NCCc2c[nH]c3ccccc23)cc(OC)c1OC |
| · | 5% | 2% | CCCN(CCC)C(=O)Cn1c(=O)n(-c2cccc(OC)c2)c(=O)c2c3c(sc21)CCCC3 |
| -2% | 0% | -17% | Cc1nc2ccc(NC(=S)NCc3ccccc3)cc2nc1C |
| 6% | 4% | -3% | Cn1cccc1/C=N/NC(=O)C12CC3CC(CC(C3)C1)C2 |
| -9% | 11% | · | C[C@@]12C=Cc3occc3[C@H]1CC[C@@]13C[C@@H](CC[C@H]12)[C@@](O)(CO)C3 |
| -1% | 7% | -7% | COc1ccc(/C=C(\NC(=O)c2cccs2)C(=O)Nc2cccc3ccccc23)cc1OC |
| · | 0% | 12% | Cc1ccc2nc(CSc3nnc(NC(=O)C(C)C)s3)cc(=O)n2c1 |
| -19% | · | 5% | Cc1ccc(S(=O)(=O)N2CCN(C(=O)c3ccc(-n4cncn4)c([N+](=O)[O-])c3)CC2)cc1 |
| · | 2% | 5% | COCc1cc(C)nc2sc3c(c12)NC(c1ccccc1C(=O)O)N(c1cccc(C(F)(F)F)c1)C3=O (stereo not given) |
| 8% | 5% | 6% | Cc1ccc(/C=N/n2cnc3sc(C)c(C)c3c2=O)o1 |
| 3% | · | 18% | COC(=O)C1=C(C)N(CCCC(=O)O)C(=O)NC1c1ccc(C(F)(F)F)cc1 (stereo not given) |
| -14% | 5% | 7% | N#Cc1ccccc1S(=O)(=O)Nc1ccc2c(c1)OCCO2 |
| 1% | 1% | 0% | COc1ccc(C)cc1NC(=O)c1ccccc1N(C)S(=O)(=O)c1ccccc1 |
| · | 3% | -7% | Cc1ccc(S(=O)(=O)N2CCN(c3nc(-c4cncnc4)nc4ccccc34)CC2)cc1 |
| 1% | -3% | -8% | C/C(=N\NC(=S)NCCc1ccccc1)c1cccs1 |
| 6% | 0% | 3% | COc1cc(NC(=O)c2c(F)c(F)c(F)c(F)c2F)c(OC)cc1Cl |
| 5% | 8% | · | COC(=O)c1c(N2C(=O)[C@H]3[C@@H](C2=O)[C@]2(C(=O)Nc4ccccc42)N2CCC[C@@H]32)sc(C)c1C |
| · | 5% | 4%&1% | c1ccc(CNc2ncnc3[nH]ncc23)cc1 |
| -5% | -2% | 3% | CC(=O)/C=C/c1ccccc1O |
| -7% | 4% | -3% | Cc1cccc(C)c1NC(=O)CSc1nc(N2CCOCC2)nc(N2CCOCC2)n1 |
| · | -6% | 11% | CCCCN(C(=O)C1CCCC1)c1c(N)n(CC(C)C)c(=O)[nH]c1=O |
| · | -3% | 17% | CCC(=O)N1CCc2cc(Br)cc(S(=O)(=O)CCC(=O)N3CCN(c4ccccc4OC)CC3)c21 |
| 0% | -2% | 1% | CCCN(CC(=O)Nc1ccccc1C)C(=O)Cc1coc2cc(C)ccc12 |
| -6% | -1% | 22% | Nc1cccc(/C=C/C(=O)O)c1 |
| -3% | 6% | -1% | Cc1ccc(NC(=O)CN(C)C(=O)Cc2ccc3c(c2)CCC3)cc1 |
| 6% | -2% | -5% | O=c1cc(CN2CCN(c3cccc(C(F)(F)F)c3)CC2)nc2sccn12 |
| · | 5% | -16% | CC(C)(C)OC(=O)N1CCC(c2c(C(=O)Nc3cccc(C(F)(F)F)c3)cnn2-c2ccc(F)cc2F)CC1 |
| 12% | -2% | -9% | Cn1cc2cc([N+](=O)[O-])ccc2n1 |
| -10% | · | -11% | CCCC(=O)Nc1nn(C)c2nc3ccc(C)cc3cc12 |
| -2% | -4% | 17% | CCOc1ccc(-c2c(C(=O)N/N=C/c3cccc(Br)c3)nnn2-c2nonc2N)cc1 |

Compound profiles, as listed above.
`CCCN(CCC)C(=O)Cn1c(=O)n(-c2cccc(OC)c2)c(=O)c2c3c(sc21)CCCC3` is listed with N370S GC: ·; TDP1 block: 5%; FEN1 inhibitor: 2%
`Cc1cccc(NC(=O)CSc2nnc(CNC(=O)c3ccco3)n2C)c1` is listed with N370S GC: -2%; TDP1 block: ·; FEN1 inhibitor: 1%&10%

Returning to the listing with the seven entries that preceded the break.
| N370S GC | TDP1 block | FEN1 inhibitor | Compound |
| --- | --- | --- | --- |
| -6% | -1% | 22% | Nc1cccc(/C=C/C(=O)O)c1 |
| -3% | 6% | -1% | Cc1ccc(NC(=O)CN(C)C(=O)Cc2ccc3c(c2)CCC3)cc1 |
| 6% | -2% | -5% | O=c1cc(CN2CCN(c3cccc(C(F)(F)F)c3)CC2)nc2sccn12 |
| · | 5% | -16% | CC(C)(C)OC(=O)N1CCC(c2c(C(=O)Nc3cccc(C(F)(F)F)c3)cnn2-c2ccc(F)cc2F)CC1 |
| 12% | -2% | -9% | Cn1cc2cc([N+](=O)[O-])ccc2n1 |
| -10% | · | -11% | CCCC(=O)Nc1nn(C)c2nc3ccc(C)cc3cc12 |
| -2% | -4% | 17% | CCOc1ccc(-c2c(C(=O)N/N=C/c3cccc(Br)c3)nnn2-c2nonc2N)cc1 |
| -6% | 2% | 5% | CC(CC#CCN1CCOCC1)OCCC#N (stereo not given) |
| · | -3% | 10% | Cc1c(Cl)cnc(NC(=O)COC(=O)C2CC2)c1Cl |
| 9% | 8% | ? | CC(O)CNc1nc2sc3c(c2c(=O)n1CCc1ccccc1)CCCCC3 (stereo not given) |
| -3% | 3% | -11% | CC(=O)NC(=S)NNC(=O)COc1ccc([N+](=O)[O-])cc1 |
| · | 4% | 12% | COc1ccc(C(=O)NCCc2csc(-c3ccc(Cl)cc3)n2)cc1 |
| 7% | 4% | -12% | O=C(c1ccc(F)cc1)N1CCN(C(=O)c2cccnc2)CC1 |
| 10% | -4% | -5% | NC(=O)[C@@H]1CCCCNc2c(F)cc([N+](=O)[O-])cc2C(=O)N[C@@H](CC(=O)O)C(=O)N[C@@H](CCC(=O)O)C(=O)N1 |
| -2% | 4% | -8% | O=C(Cc1ccccc1F)NC1CCSc2ccccc21 (stereo not given) |
| · | -6% | 9% | Cc1ccccc1C(=O)Oc1c(Sc2ccccc2)c(C)nn1C(C)(C)C |
| -4% | · | -1% | CCCCNC(=O)COn1nnc2ccc(S(=O)(=O)N3CCOCC3)cc21 |
| -13% | 3% | 0% | C=CCNC(=S)NNC(=O)C(CCC(C)C)CC(C)(C)O (stereo not given) |
| -7% | · | -4% | COc1ccccc1NC(=O)CN(c1ccccc1C)S(C)(=O)=O |
| -2% | -5% | 4% | CSc1ccc(C2CC(=O)Nc3nc(SC)[nH]c(=O)c32)cc1 (stereo not given) |
| -3% | 3% | 2% | C=C(C)c1cccc(C(C)(C)NC(=O)N2CCN(CC(N)=O)CC2)c1 |
| · | 1% | 2% | CC(C#N)Sc1ccc(S(=O)(=O)N2CCCC2)cn1 (stereo not given) |
| -18% | 3% | -1%&-4% | Cc1nc2ccccc2nc(=O)c1NNc1ccccc1 |
| 10% | -1% | -6% | CC(C)CN(CC(C)C)S(=O)(=O)N1CCC(C(=O)NCc2ccco2)CC1 |
| -6% | 6% | 0% | COCCC(=O)N1CCC(Oc2ccc(C(=O)NCc3csc(C)n3)cc2)CC1 |
| -6% | 0% | -10% | CN(C)S(=O)(=O)c1cccc(NC(=O)c2cncc(Br)c2)c1 |
| -4% | -1% | 5% | CC(C)(C)NC(=O)CCc1ncc(C(F)(F)F)cc1Cl |
| 6% | 8% | -6% | Cn1c(=O)n(Cc2ccco2)c(=N)c2c3c(sc21)CCCC3 |
| 2% | 4% | -12% | c1ccc(-c2nnc3ccc(N4CCC5(CC4)OCCO5)nn23)cc1 |
| -3% | 3% | -1% | CCn1nc(NC(=O)C2CCCO2)c2cc3cc(C)ccc3nc21 (stereo not given) |
| · | 0% | -4% | COc1ccc(S(=O)(=O)NCCC(=O)N2CCCN(C)CC2)cc1 |
| -8% | 1% | 11% | Cn1c(=O)c(C(=O)NCCc2ccc(Cl)cc2)c(O)c2ccccc21 |
| · | 0% | 2% | O=C(COC(=O)COc1ccc2c(c1)CCC2)Nc1ccccc1C(F)(F)F |
| 12% | 2% | -15% | COc1ccc(CSCC(=O)Nc2ccc(S(=O)(=O)N3CCCCCC3)cc2)cc1 |
| · | 11% | -3% | Cc1c(Cl)cccc1NC(=O)NCc1c(-n2cccc2)sc2c1CCCC2 |
| · | 0% | -15% | COc1cccc(CNC(=O)c2cccc(NC(=O)c3nsc4ccccc34)c2)c1 |
| · | 8% | -10% | CCOCN(C(=O)Cn1cnc2cc(C)c(C)cc21)c1c(C)cccc1CC |
| 9% | 3% | -3% | O=C(CSC(=S)N1CCCCC1)Nc1ncc2c(n1)CCCC2=O |
| · | -2% | -5% | O=C(CSc1cn(CC(=O)N2CCCCC2)c2ccccc12)Nc1ccccc1 |
| 27% | 0% | -18% | Cc1nc2ccc(NC(=O)COc3ccccc3F)cc2s1 |
| 1% | 5% | 5% | Cn1c(=O)[nH]c(=O)c2c1nc(N1CCCC1)n2CCO |
| · | 1% | 7% | Cc1cccc(C(=O)NNC(=O)c2ccc(NS(=O)(=O)c3cccs3)cc2)c1C |
| 4% | 5% | -7% | O=C(N/N=C/c1cc(Br)cs1)c1ccccc1[N+](=O)[O-] |
| 0% | 7% | -11% | O=C(Nc1c2c(nn1-c1ccccc1)CSC2)c1ccc(N2C(=O)CCC2=O)cc1 |
